Screens (PubChem)
miR-122 sensor: miR-122 inhibition in Huh7 cells; 0.3% of 340,000 active; AID 602342; Huh7 miR-122 Renilla luciferase sensor, 48 h; neutral wells = 0, positive control = 100; activation (reporter increase), % at 12.5 µM;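 active = mean replicate activation score at least 90 and every replicate individually at or above 90; inconclusive = only one of the two criteria met; inactive = neither criterion met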;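 also: higher luciferase means less miR-122 activity so hits act as miR-122 inhibitors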
ERp5 block: blocks human ERp5 reductase activity on insulin. Q15084. ERp5 insulin aggregation, absorbance 650 nm, 90 min. inhibition, % at 9.99 µM. 0.05% of 350,000 active. AID 651711;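 active = mean replicate inhibition above about 25%, with every replicate also reaching it, limit read from the data, passing the limit was not always enough; inconclusive = only one of those two criteria met; inactive = neither criterion met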
Target sequence (Q15084 whole entry, looked up): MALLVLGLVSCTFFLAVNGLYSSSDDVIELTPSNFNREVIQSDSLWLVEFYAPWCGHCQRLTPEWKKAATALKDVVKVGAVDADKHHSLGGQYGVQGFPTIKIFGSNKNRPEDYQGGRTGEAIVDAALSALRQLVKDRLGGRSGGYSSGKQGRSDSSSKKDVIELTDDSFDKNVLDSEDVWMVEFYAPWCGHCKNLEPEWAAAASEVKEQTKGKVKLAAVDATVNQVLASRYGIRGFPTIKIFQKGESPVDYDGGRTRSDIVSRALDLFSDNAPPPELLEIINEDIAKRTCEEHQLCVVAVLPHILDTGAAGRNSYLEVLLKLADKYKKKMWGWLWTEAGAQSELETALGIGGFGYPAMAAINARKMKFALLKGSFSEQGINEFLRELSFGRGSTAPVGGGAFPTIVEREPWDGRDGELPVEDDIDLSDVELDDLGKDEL
ARNT-TACC3 inh: disrupts binding between human ARNT and TACC3. inhibition, % at 9.99 µM. 0.66% of 390,000 active. AID 623870. AlphaScreen His-ARNT PAS-B/GST-TACC3 binding, luminescence; TACC3 fragment carries E629A point mutation;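 active = mean inhibition of replicates at least 50% and at least half of replicates each reaching 50%; inconclusive = half or more replicates reach 50% but mean below 50%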;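 also: 0% = complete ARNT plus TACC3 wells and 100% = ARNT alone without TACC3; many hits fall short of the cut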
SIRT5 block: sirtuin-5 (human) deacylase inhibition; Purified SirT5, succinyl-peptide AMC, trypsin-coupled fluorescence; inhibition, % at 15 µM; 1.1% of 330,000 active; in the data active = inhibition above about 15%; inconclusive = no clear call, values can overlap the other calls
Target sequence (Q9NXA8 whole entry, looked up): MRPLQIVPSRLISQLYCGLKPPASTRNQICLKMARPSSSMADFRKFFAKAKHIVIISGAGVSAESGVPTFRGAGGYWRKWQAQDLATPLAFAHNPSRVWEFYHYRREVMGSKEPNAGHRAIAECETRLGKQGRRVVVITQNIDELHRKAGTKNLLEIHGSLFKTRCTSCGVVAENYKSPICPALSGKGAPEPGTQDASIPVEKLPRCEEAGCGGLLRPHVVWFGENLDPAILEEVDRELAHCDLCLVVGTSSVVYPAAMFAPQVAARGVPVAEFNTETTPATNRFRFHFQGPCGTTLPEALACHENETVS
Statin myotox sup: protects C2C12 myotubes from simvastatin toxicity; ATP luminescence, 48 h; scaled: DMSO 0, geranylgeraniol control 100; rescue of ATP level, % at 7.49 µM; 0.78% of 330,000 active; AID 602340;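 active = mean ATP rescue above about 67%, or every replicate alone reaching that limit, limit read from the data, passing the limit was not always enough; inconclusive = no clear call, values can overlap the other calls; inactive = mean under the limit and some replicate under it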;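 also: myotubes were challenged with 10 µM simvastatin during compound exposure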
Cneo AK release: causes C. neoformans cell lysis; adenylate kinase release luminescence, 4 h; normalised: neutral wells 0, clomiphene wells 100; lysis activity, % at 15 µM; 0.2% of 360,000 active; AID 651654;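 active = mean lysis activity across replicates of at least 80%, whatever share of replicates individually reach that level; inactive = mean lysis activity below 80%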
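Assay system: C. neoformans cells. Amount: yeast cell density of 5 × 10^6 cells/mL. Technique: AK luminescence. Buffer or medium: YPD. Times: static 4 h at 37 °C with compound, 1 h detection. Dosing: single-point compound dose. Read-out: lysis from increased AK signal.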
esBAF inh: SWI/SNF esBAF complex inhibition; mouse ES cells, Bmi1-luciferase knock-in reporter, 24 h; 100% = twice the neutral-well signal; 2% of 350,000 active; reporter increase, % at 12.5 µM; in the data active = activation above about 40%; inconclusive = no clear call, values can overlap the other calls;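 also: 0% = median of the plate's neutral control wells and 100% = double that signal; a rise in the Bmi1 reporter signal indicates esBAF inhibition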
* marks the source's active call; other numbers are inactive results; ? = inconclusive; . = not tested or not shown; [ ] = remark or other dose. No enrichment for hits. Share with any hit: about 4%.

mol	miR-122 sensor	ERp5 block	ARNT-TACC3 inh	SIRT5 block	Statin myotox sup	Cneo AK release	esBAF inh
C[C@H](CO)N1C[C@H](C)[C@H](CN(C)Cc2ccc(Cl)c(Cl)c2)Oc2ccc(NC(=O)C3CC3)cc2CC1=O	-2[16.7 µM]	-6	13	7	14	-1	-2
CCCC[C@@H]1CNC(=O)C(=O)N1CC(C)(C)C	-3	0	-5	.	21	-2	-2
Cc1noc(C)c1CCC(=O)N1CCCC(CO)(Cc2ccccc2)C1 (configuration not stated)	-8	6	1	6	-3	1	74*
O=C(NN1CCOCC1)c1cc(-c2ccc(Br)cc2)nc2ccccc12	0	.	-6	.	14	-2	4
O=C(NCCCN1CCN(Cc2ccccc2)CC1)C1CCN(c2nnc(-n3cccc3)s2)CC1	-6	.	18	.	9	4	10
COc1ccc(NC(=O)c2ccc(NC(=O)C(C)C)cc2)c([N+](=O)[O-])c1	.	4	-3	-5	.	-2	.
COc1cc(C)c(Cl)cc1S(=O)(=O)n1cnc(C)c1	2	-4	-2	14	-2	4	6
COCC(=O)N1CC[C@@H]2[C@H]1c1cc(-c3cccc(OC)c3)ccc1N(C)[C@@H]2CO	0[16.7 µM]	0	0	-2	5	-1	2
CC(C)(C)NS(=O)(=O)c1ccc(NC(=O)C2CC(=O)N(CCc3ccc(F)cc3)C2)cc1 (configuration not stated)	17	0	1	1	7	-2	-1
Cc1c(NC(=O)c2ccc(-c3ccc([N+](=O)[O-])cc3Cl)o2)c(=O)n(-c2ccccc2)n1C	4	4	21	7	.	.	.
O=C(N[C@@H]1CC[C@H](CCNC(=O)C2CCCCC2)O[C@H]1CO)c1ccncc1	.	-1	-3	1	2	0	1
Cc1ccc(NC(=O)COC(=O)c2ccn(C)n2)cc1	.	-2	-11	-2	0	-6	6
COC(=O)COc1ccc(Oc2nc(SC)nc(N(C)C)n2)nn1	-7	.	-5	.	3	0	-3
Cc1ccc(S(=O)(=O)N(C)C[C@@H]2OCCCC[C@@H](C)Oc3ccc(NC(=O)NC(C)C)cc3C(=O)N([C@@H](C)CO)C[C@@H]2C)cc1	6[16.7 µM]	-1	-1	.	.	-2	3
COc1cccc(-c2ccc(NC(=O)C3CCCN(Cc4cnn(C)c4)C3)cc2)c1 (configuration not stated)	-4	-4	3	1	-9	7	2
C[C@H](O)C#Cc1ccc2c(c1)O[C@H](CN(C)C(=O)C1CCCCC1)[C@H](C)CN([C@H](C)CO)S2(=O)=O	20[16.7 µM]	0	.	1	-12	-1	-11
O=S(=O)(CCN1CCSCC1)c1ccc(Cl)cc1	-2	?	2	0	.	-1	.
CCOc1ccc(NC(=O)CSc2ccc(-c3ccco3)nn2)cc1	-1	3	0	6	-1	-1	5
CCOC(=O)CN1C(=O)S/C(=C/c2ccc(OC)c([N+](=O)[O-])c2)C1=O	-3	2	.	0	113*	1	-10
COC(=O)Cc1cc(=O)n2[nH]c(C(F)(F)F)nc2n1	1	.	-9	.	-3	0	-4
C[C@@H]1CCCCO[C@@H](CN(C)S(=O)(=O)c2cn(C)cn2)[C@H](C)CN([C@@H](C)CO)C(=O)c2cc(NC(=O)Nc3ccc(F)cc3)ccc2O1	5[16.7 µM]	2	-4	4	.	40	-2
Cc1ccc(S(=O)(=O)N(C)C[C@H]2Oc3ccc(NC(=O)Cc4ccccc4)cc3CC(=O)N([C@H](C)CO)C[C@H]2C)cc1	0[16.7 µM]	2	4	6	1	-10	-7
O=C1CCCC(=NCc2ccco2)C1	-6	-2	-1	9	7	9	-4
CCn1cc(C2=NOC(C(=O)Nc3ccccc3C(=O)OC)C2)c(C)n1 (configuration not stated)	-7	0	-3	-2	.	.	.
CO[C@H]1CN(C)C(=O)c2cc(NS(=O)(=O)c3ccccc3C)ccc2OC[C@@H](C)NC[C@H]1C	0[16.7 µM]	3	-7	-2	15	4	-4
CN(C)S(=O)(=O)c1ccc(N2CCCC2)c(C(=O)Nc2cccc(F)c2)c1	.	-14	4	3	.	-1	.
CCCNC(=O)CN1C(=O)c2ccccc2Sc2ncccc21	1	1	-1	-3	6	1	-8
CCOC(=O)N1CCN(C(=O)CSc2nnc(Cc3cccn3C)n2CCc2ccccc2)CC1	3	.	-8	.	1	-2	14
O=C(CCCCCNC(=O)N1CCn2c1nc1ccccc12)NCc1ccc(F)cc1	-2	4	-6	1	0	2	0
COC(=O)c1c(C(=O)OC)c(-c2cccc(F)c2)n2c1CS(=O)C2 (configuration not stated)	.	3	-18	-2	6	-2	0
Cc1ccc(S(=O)(=O)Nc2cccc3c2O[C@@H](CN(C)CC2CCCCC2)[C@H](C)CN([C@H](C)CO)C3=O)cc1	33[16.7 µM]	1	-3	-1	1	-1	1
CN(C)c1ccc(C2Nc3ccccc3C(=O)N2CCCN2CCOCC2)cc1 (configuration not stated)	-1	-8	-6	0	-7	-3	-20
Cc1noc(C)c1NC(=O)N(C)C[C@@H]1Oc2ccc(NC(=O)Cc3ccccc3)cc2CC(=O)N([C@H](C)CO)C[C@H]1C	-7[16.7 µM]	-5	1	-4	6	13	-1
O=c1c2cc(N3CCOCC3)ccc2[nH]c(=S)n1CCCN1CCCCCC1	-2	.	1	.	-7	-1	-3
C#CCOCCOCCOCCNc1nc(N2CCN(C(=O)[C@H]([C@@H](C)CC)n3cc(CCCN=C(N)N)nn3)CC2)nc(N2CCN(C(=O)[C@H](CCCCN)n3cc(CCC(=O)O)nn3)CC2)n1	6	-3	-29	-5	64	-1	-15
C[C@H](CO)N1C[C@H](C)[C@H](CN(C)Cc2ccncc2)Oc2ccc(NC(=O)C3CCCCC3)cc2CC1=O	3[16.7 µM]	6	3	3	-27	4	5
COc1ccc(NC(=O)N(C)C[C@@H]2Oc3ccc(NC(=O)Nc4ccc(F)cc4)cc3C(=O)N([C@H](C)CO)C[C@H]2C)cc1	2[16.7 µM]	-1	-7	0	3	-1	3
COC(=O)C(CC#Cc1ccc2c(c1)[C@]1(C(=O)N2)[C@H](c2ccc(OCCO)cc2)N2[C@H](c3ccccc3)[C@H](c3ccccc3)OC(=O)[C@H]2[C@@H]1C(=O)N1CCc2cc(OC)c(OC)cc2C1)C(=O)OC	.	-3	-5	-1	.	-5	.
COc1ccc(CNC(=O)CS(=O)CC(=O)O)cc1OC (configuration not stated)	-1	3	.	-5	1	0	-10
COCC#Cc1ccc2c(c1)O[C@@H](CN(C)C(=O)C1CCOCC1)[C@H](C)CN([C@H](C)CO)S2(=O)=O	4[16.7 µM]	-2	-7	-8	-14	3	-2
C[C@@H]1CCCCO[C@@H](CN(C)C(=O)C2CCCCC2)[C@H](C)CN([C@@H](C)CO)C(=O)c2cc(NS(=O)(=O)c3cccs3)ccc2O1	20[16.7 µM]	-2	.	10	.	2	1
C[C@@H]1CN([C@@H](C)CO)C(=O)Cc2cc(NC(=O)Nc3ccc(F)cc3)ccc2O[C@@H]1CN(C)Cc1ccncc1	1[16.7 µM]	-5	4	-2	-12	-1	1
CC(C)NC(=O)N(C)C[C@H]1Oc2ccc(NS(C)(=O)=O)cc2C(=O)N([C@@H](C)CO)C[C@H]1C	-5[16.7 µM]	-2	-7	3	17	37	-3
C=CCN(Cc1cn(C)nc1-c1cccc(Cl)c1)C1CCS(=O)(=O)C1 (configuration not stated)	9	3	-5	7	-7	1	-2
C[C@H]1CN([C@@H](C)CO)C(=O)c2cccc(NC(=O)c3cnccn3)c2O[C@H]1CN(C)C(=O)Nc1cccc2ccccc12	2[16.7 µM]	-5	11	-1	9	0	-5

With a hit mark in esBAF inh, among the entries above:
SMILES | miR-122 sensor | ERp5 block | ARNT-TACC3 inh | SIRT5 block | esBAF inh
Cc1noc(C)c1CCC(=O)N1CCCC(CO)(Cc2ccccc2)C1 (configuration not stated) | -8 | 6 | 1 | 6 | 74*

The listing continues.
mol	miR-122 sensor	ERp5 block	ARNT-TACC3 inh	SIRT5 block	Statin myotox sup	Cneo AK release	esBAF inh
CC(=O)c1c(C)nc2nonc2c1N	6	.	-11	.	9	.	-13
COc1ccccc1OCCC(=O)Nc1ccc2c(c1)OCO2	12	-12	1	0	3	-4	18
O=C(CN1C2=NCCN2c2ccccc21)c1ccco1	6	.	-1	.	17	0	-1
CCc1ccc(OCC(=O)Nc2nnc(C3CCCC3)s2)cc1	-3	1	12	0	-7	3	-4
O=C(c1cccc(F)c1)N1CCCCN2[C@@H](CO)[C@H](c3ccc(C#CC4(O)CCCC4)cc3)[C@@H]2C1	-7[16.7 µM]	1	-4	0	-4	3	2
CC1(C)OC(=O)C(=NNc2ccccc2)C(=O)O1	1	.	-5	.	.	2	.
COCCCNS(=O)(=O)c1cc2c3c(c1)C(C)C(=O)N3CCC2 (configuration not stated)	1	-11	-23	-5	3	3	-1
C[C@H](NC(=O)c1nc[nH]c1C(=O)N[C@@H](Cc1ccccc1)C(=O)OCc1ccccc1)C(=O)OCc1ccccc1	3	4	-8	0	.	-1	.
C/C(=N\NC(=O)Nc1ccccc1)c1ccc2ccccc2c1	-2	.	3	.	-4	0	5
O=C(NCCN1CCOCC1)c1cc(-c2ccc(Cl)cc2)on1	-1	3	3	-1	0	0	1
Cc1nc(SCC(=O)N(C)C2(C#N)CCCCC2)c2ccccc2n1	-5	-3	-3	-1	-9	0	22
O=C(Nc1ccc(N2CCOCC2)nc1N1CCOCC1)c1cccc(C(F)(F)F)c1	.	1	2	-4	.	.	.
O=C(CCCN1Cc2ccccc2C1)c1ccc(F)cc1	2	3	6	-5	23	2	4
COc1ccc(NC(=O)N(C)C[C@@H]2Oc3ccc(NC(=O)Nc4c(C)noc4C)cc3C(=O)N([C@@H](C)CO)C[C@H]2C)cc1	-1[16.7 µM]	.	8	.	-12	2	5
C[C@H](CO)N1C[C@H](C)[C@H](CN(C)Cc2ccc(Oc3ccccc3)cc2)Oc2ncc(-c3cccnc3)cc2C1=O	-4[16.7 µM]	1	7	4	-36	-2	-10
CCc1ccc(NC(=O)CN(C)S(=O)(=O)c2ccc3[nH]c(=O)oc3c2)cc1	10	.	-28	.	1	-3	-8
O=C(c1ccoc1)N1CCC2(CC1)Oc1ccc(Cl)cc1C(=O)C21CC(c2ccc(Cl)cc2)=NO1 (configuration not stated)	-7	.	26	.	3	0	2
C/C=C/c1ccc([C@H]2[C@@H](CO)N3CCCCN(C(=O)Nc4cc(F)ccc4F)C[C@@H]23)cc1	9[16.7 µM]	2	-1	0	48	54	-6
COc1ccc(NC(=S)Nc2ccc(F)cc2)cc1	3	4	0	-2	0	0	11
COc1ccc(NC(=O)CS(=O)CC(=O)Nc2ccc(OC)c(OC)c2)cc1 (configuration not stated)	1	.	-3	.	.	6	-2
